# AmpC detergent – qHTS Inhibitors of AmpC Beta-Lactamase (assay with detergent); AmpC hydrolysis of nitrocefin, absorbance 480 nm, 0.01% Triton; AID 485294, 2010; 370,000 tested, 0.041% active; P00811; Potency, µM (titrated, usually from 114 µM), for the others: at the highest dose activity change, negative = inhibition, most hits filed as inhibitors;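 further: potency means the concentration at half of the fitted maximal effect; 0% = no-compound wells and -100% = no-enzyme wells; nearly all actives have a fitted effect of over 25% in size; some results filed as inactive show a strong effect at the top dose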
# Target sequence (P00811 whole entry, looked up): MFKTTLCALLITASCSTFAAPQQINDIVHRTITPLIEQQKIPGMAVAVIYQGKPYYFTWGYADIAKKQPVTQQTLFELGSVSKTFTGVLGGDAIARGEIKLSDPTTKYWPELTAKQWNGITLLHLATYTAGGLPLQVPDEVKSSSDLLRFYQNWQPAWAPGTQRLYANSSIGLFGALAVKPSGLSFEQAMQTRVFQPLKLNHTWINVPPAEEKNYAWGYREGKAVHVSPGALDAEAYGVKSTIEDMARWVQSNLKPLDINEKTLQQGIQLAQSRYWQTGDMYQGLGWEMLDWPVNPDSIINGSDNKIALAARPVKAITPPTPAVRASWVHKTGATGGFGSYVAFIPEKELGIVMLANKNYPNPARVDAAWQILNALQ
#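 AmpC (5.3 nM in the dispensed reagent) in 20 mM phosphate pH 7.0 with 0.01% (detergent screen) or 0.0001% Triton X-100 was preincubated with compounds for 15 min at room temperature. Nitrocefin was then added from an 800 uM solution, and hydrolysis was followed at 480 nm.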
# Giardia FBPA inh – qHTS Assay for Inhibitors of Fructose-1,6-bisphosphate Aldolase from Giardia Lamblia; A8B2U2; purified Giardia FBPA; Potency, µM (series often up to 59.6 µM), inactives show at the highest dose activity, negative = inhibition, hits mostly inhibitors; 290,000 tested, 0.71% active; AID 2451, 2010; further: potency means the concentration at half of the fitted maximal effect; nearly all actives have a fitted effect of over 55% in size
# Target sequence (A8B2U2 whole entry, looked up): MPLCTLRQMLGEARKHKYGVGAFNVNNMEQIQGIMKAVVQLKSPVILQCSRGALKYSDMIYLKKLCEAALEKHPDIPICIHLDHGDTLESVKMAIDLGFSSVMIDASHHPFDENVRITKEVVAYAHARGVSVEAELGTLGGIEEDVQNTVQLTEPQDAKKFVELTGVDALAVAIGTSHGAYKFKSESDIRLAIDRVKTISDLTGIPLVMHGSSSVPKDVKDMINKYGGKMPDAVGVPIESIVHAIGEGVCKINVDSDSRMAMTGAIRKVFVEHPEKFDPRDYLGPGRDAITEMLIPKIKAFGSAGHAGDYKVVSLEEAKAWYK
#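 40 nM FBPA preincubated 10 min at RT with compound (up to 57.5 uM final), then substrate plus GAPDH/TPI/NAD/arsenate coupling and diaphorase/resazurin added. Fluorescence read after 20 min at RT, 525/598 nm.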
# HCV inhibitor – qHTS Assay for Inhibitors of Hepatitis C Virus (HCV); Huh7.5.1 HCVcc-Cre infection, luciferase reporter, 44 h; Potency, µM (top dose mostly 41.8 µM), for the others: at the top dose activity change, negative = inhibition, usual class: inhibitors; 340,000 tested, 3.4% active; further: potency means the concentration at half of the fitted maximal effect
#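 1,000 cells/well; 4 h culture; + compound; + HCVcc-Cre (~0.5 moi); 44 h; luciferase substrate, RT 15 min; read 15 sec.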
# Sm TGR block – qHTS Assay for the Inhibitors of Schistosoma Mansoni Peroxiredoxins; AID 485364, 2010; 360,000 tested, 3% active; purified TGR, DTNB reduction, TNB absorbance 405 nm; Potency, µM (highest dose often 114 µM), without a hit: top-dose activity change, negative = inhibition, hits mostly inhibitors; Schistosoma mansoni thioredoxin glutathione reductase (TGR), Q962Y6; further: potency means the concentration at half of the fitted maximal effect; nearly all actives have a fitted effect of over 60% in size
#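 First, TGR (20 nM dispensed) and NADPH were mixed with compound. Second, a 15 min room-temperature incubation followed. Third, further NADPH and then DTNB were added to start the reaction. Finally, TNB absorbance was monitored kinetically.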
# AmpC no deterg – qHTS Inhibitors of AmpC Beta-Lactamase (assay without detergent) | 330,000 tested, 0.52% active | P00811 | AID 485341, 2010 | Potency, µM (top dose mostly 57.1 µM), without a hit: top-dose activity change, negative = inhibition, most hits filed as inhibitors | AmpC nitrocefin hydrolysis, absorbance 480 nm, 0.0001% Triton;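 further: potency means the concentration at half of the fitted maximal effect; plate controls were no compound for no effect and no enzyme for full effect; nearly all actives have a fitted effect of over 20% in size; some results filed as inactive show a strong effect at the top dose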
#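 AmpC (5.3 nM in the dispensed reagent) in 20 mM phosphate pH 7.0 with 0.01% (detergent screen) or 0.0001% Triton X-100 was preincubated with compounds for 15 min at room temperature. Nitrocefin was then added from an 800 uM solution, and hydrolysis was followed at 480 nm.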
# HCMV antiviral – qHTS Assay for inhibitors of the human cytomegalovirus (HCMV); HFF cells, HCMV-luciferase reporter, 72 h; active compounds read low; activity change, negative = inhibition, % at 57.5 µM; 410,000 tested, 4.5% active; in the data active means activity change below about -60%; inconclusive means no clear call, values can overlap the other calls; inactive means above about -39%
#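 Cell-based, HFFs, 1000 cells/well, 16 h 37C; cpds in DMSO + HCMV-luc, MOI 1 PFU/cell; 72 h 37C; OneGlo luminescence after 5 min RT; norm. to buffer vs Salinomycin 10uM.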
# The depositor's hits bear a star; ? = inconclusive; . = no result given; ! = a repeat was not active; [ ] = dose if it differs, or a comment. Unless noted, the call rests on the fitted dose curve; in most records, active means well fitted curve in the direction sought with a large enough effect; inconclusive means small, poorly fitted or top-dose-only effect, or another doubt; inactive means no such curve, though single readings can be large; an effect the other way counts as inactive or inconclusive. Unless noted, on the % scale 0 is the no-effect control and ±100 the full control effect.
smiles	AmpC detergent	Giardia FBPA inh	HCV inhibitor	Sm TGR block	AmpC no deterg	HCMV antiviral
CCCCC[C@H]1CN(C2CCCCC2)C(=O)[C@@H]1CC(=O)NCc1ccccc1	-16%	4%	-2%	-36%	129%[activator]	29
O=C1CN(C(=O)c2ccccn2)c2ccccc2N1	?	-6%	21%	-2%	-2%	16
O=C(NCCN1CCOCC1)c1ccc2c(c1)N(Cc1c(F)cccc1Cl)C(=O)c1ccccc1S2	1%	-7%	?	7%	249%[activator]	-27
O=c1cc(CSc2ccc(S(=O)(=O)N3CCCCC3)cn2)nc2sccn12	6%	2%	15%	-2%	-13%	2
c1ccc(-c2cc3ccccc3cn2)cc1	.	.	-12%	.	-8%	15
O=C(CN(CCN1CCOCC1)C(=O)Cn1nnc(-c2ccc(F)cc2)n1)NC1CCCCC1	-8%	0%	-4%	15%[11.4 µM]	128%[activator]	12
CCOC(=O)N1CCN(C(=O)CN2C(=O)NC(c3ccccc3)(c3ccccc3)C2=O)CC1	1%	.	-2%	5%	52%[activator]	-11
CC(C)C[C@@H](CO)N1CCNCCC1=O	-10%	-9%	16%	-28%	2%	-36

# (continued)
smiles	AmpC detergent	Giardia FBPA inh	HCV inhibitor	Sm TGR block	AmpC no deterg	HCMV antiviral
Cc1ccc(/C=C2/SC(=S)N(CCCC(=O)Nc3ccc(O)cc3)C2=O)cc1	-2%	-4%	-26%	9%	-1%	-100*
COc1ccccc1-c1ccc2nnc(SC)n2n1	?	-2%	12%	6%	-15%	35
NS(=O)(=O)c1ccc(NC(=O)c2csnn2)cc1	16%	.	.	-1%	.	9
Cc1cc(Cl)ccc1NC(=S)NCCc1ccc(Cl)cc1	-11%	5%	?	4%	-36%	-83*
CN(C)S(=O)(=O)c1cccc(C(=O)Nc2cc3c(cc2C(=O)O)OCCCO3)c1	-1%	-13%	5%	1%	-17%	-17
C=CCn1c(N)c(C(=O)OCC(C)C)c2nc3ccccc3nc21	-21%	-20%	1%	-21%	26%	17
COc1ccc(/C=N/NC(=O)COc2ccc3ccccc3c2)c(C(=O)O)c1OC	1%	16%	-1%	-2%	-27%	-18
COc1ccc(/C=C/c2nc(C)c(-c3ccccc3)c(=O)[nH]2)cc1OC	1%	5%	0%	-6%	84%[activator]	-65*

# Continuation.
smiles	AmpC detergent	Giardia FBPA inh	HCV inhibitor	Sm TGR block	AmpC no deterg	HCMV antiviral
CCOc1ccc(N=C2NC(=O)S/C2=C\c2ccc(N(C)C)cc2)cc1	-14%	-2%	?	1%	-36%	-2
O=c1cc(O)nc(SCc2ccccc2Cl)[nH]1	?	2%	8%	0%	3.2µM*	20
O=C1C(=O)N(C2CCS(=O)(=O)C2)C(c2cccc(O)c2)/C1=C(/O)c1ccc(Cl)cc1 (centres undefined)	1%	-14%	18%	56µM*	-14%	?
CCOC(=O)C1CCCN(S(=O)(=O)c2ccc3c(c2)CCN3C(=O)CC)C1 (centres undefined)	16%	.	.	-3%	.	-2
COc1cc(/C=N/NC(=O)c2cccnc2)ccc1OCC(=O)Nc1ccc(C)cc1	?	6%	-9%	?	0%	-16
N#CC1=C(N)N(c2ccccc2)C2=C(C(=O)CCC2)C1c1cccs1 (centres undefined)	?	?	?	?	-27%	-10
Cc1ccc(S(=O)(=O)NCCC(=O)NNC(=O)COc2ccccc2Cl)cc1C	-8%	.	-9%	1%	3%	0
Cc1cn(C(=O)CN2C(=O)c3ccccc3C2=O)c(C)n1	-8%	1%	2%	-1%	-6%	-11

# (more compounds)
smiles	AmpC detergent	Giardia FBPA inh	HCV inhibitor	Sm TGR block	AmpC no deterg	HCMV antiviral
CC(Oc1ccc(Br)cc1Br)C(=O)Nc1cccnc1Cl (centres undefined)	?	.	-16%	7%	-1%	?
CCOc1ccc(Nc2nc(Cc3nnc(SCC(N)=O)o3)cs2)cc1	?	1%	13%	-27%	-36%	6
CC(C)c1ccc(NC(c2nnc(-c3ccccc3)o2)c2ccc(F)cc2Cl)cc1 (centres undefined)	16%	.	.	0%	.	-3
COCCSc1ccccc1C(=O)Nc1ccncc1	-1%	1%	1%	7%	-17%	-23
NC(=O)CC(NC(=O)c1ccccc1)c1ccc(NCCN2CCOCC2)c([N+](=O)[O-])c1 (centres undefined)	-8%	-7%	13%	-4%	-7%	5
CC(=O)NC(CC(=O)Nc1cccc(S(=O)(=O)N2CCOCC2)c1)c1ccccc1 (centres undefined)	-16%	.	?	-5%	1%	-2
CCn1c(SCC(=O)Nc2ccc(Cl)cc2)nc2nc3c(cc2c1=O)CCCC3	?	2%	?	-2%	-25%	?
Cc1ccc(C)c(CN2CCC(n3nnc4cc(F)ccc43)CC2)c1	-5%	1%	-8%	6%	-12%	-31

# Later entries
smiles	AmpC detergent	Giardia FBPA inh	HCV inhibitor	Sm TGR block	AmpC no deterg	HCMV antiviral
CCOc1ccc(NC(=O)CN2CCN(Cc3ccccc3)S2(=O)=O)cc1	-4%	.	.	-13%	.	-12
CN1CCN(C(=O)C2=C[C@H](C(C)(C)C)C[C@H](OCCCCO)O2)CC1	-7%	1%	16%	-23%	7%	-14
Cc1cccn2c(=O)nc(SCC(=O)N3CCC(C)CC3)nc12	?	.	6%[8.37 µM]	4%	?	-23
CCCCNC(=O)c1ccc(S(=O)(=O)c2ccc(Cl)cc2)c(NC(C)=O)c1	1%	2%	-24%	3%	-17%	-4
CCc1ccc(NC(=O)C2CCCN(S(=O)(=O)c3ccc4c(c3)CC(C)N4C(C)=O)C2)cc1 (centres undefined)	3%	-2%	?	-2%	102%[activator]	-30
COc1ccc2cc(-c3[nH]ncc3CN3CCCC3c3nonc3C)ccc2c1 (centres undefined)	1%	-21%	?	-29%[57.1 µM]	-27%	0
O=C(Cc1ccccc1)Nc1ccc(N2CCCCC2)cc1	1%	-3%	-22%	-1%	-20%	71
COc1ccc(S(=O)(=O)N2CCC(C(=O)N3CCN(C)CC3)CC2)cc1OC	-4%	.	0%	-5%	-20%	-11

# (cont.)
# Screens by letter: A = AmpC detergent; B = Giardia FBPA inh; C = HCV inhibitor; D = Sm TGR block; E = AmpC no deterg; F = HCMV antiviral
> O=S(=O)(NCc1cccs1)c1ccccc1Cl
  A: ? | B: . | C: -11% | D: -4% | E: -12% | F: -29

> Cc1cccc(OCCOCCSc2ncccn2)c1
  A: 0% | B: -4% | C: 21% | D: 3% | E: -12% | F: 10

> COc1ccc(C(=O)Nc2ccc(NC(C)=O)cc2)cc1S(=O)(=O)N1CCCC1
  A: -3% | B: . | C: -2% | D: -16% | E: -18% | F: 1

> O=C(/C=C/c1ccco1)Nc1ccc2nn(-c3ccccc3)nc2c1
  A: -12% | B: -6% | C: ? | D: 32µM* | E: ? | F: 4

> CCOc1cc(/C=C(\C#N)C(N)=O)ccc1OS(=O)(=O)c1ccccc1
  A: ? | B: -23% | C: 7% | D: -12% | E: -15% | F: ?

> CCC(CC)C(=O)NCCNC(=O)C(CC)CC
  A: -19% | B: 4% | C: 14% | D: 6% | E: -3% | F: 36

> CCC(CC)C(=O)NCc1cccnc1
  A: -14% | B: 6% | C: 24% | D: 2% | E: -9% | F: -24

> O=C(Nc1nc2ccccc2[nH]1)c1ccccc1F
  A: ? | B: -11% | C: -18% | D: 9% | E: -22% | F: -79*

> CCCc1nnc(NC(=O)CCC(=O)NCc2ccccc2OC)s1
  A: -7% | B: 7% | C: 12% | D: 25% | E: -7% | F: -3

> C[C@H](OC(=O)c1[nH]cnc1C(=O)N1CCN(C(=O)OC(C)(C)C)CC1)c1ccccc1
  A: . | B: . | C: ? | D: . | E: 70%[activator] | F: 14

> Clc1ccc(-c2nc(/C=N/N3CCOCC3)c3ccccn23)cc1
  A: ? | B: -17% | C: -2% | D: 45µM* | E: 27% | F: .

> CC1SCCN1S(=O)(=O)c1ccc2ccccc2c1 (centres undefined)
  A: 0% | B: -3% | C: 0% | D: 31% | E: -24% | F: -22

> O=C(CSc1nc(N2CCCCC2)nc(N2CCCCC2)n1)N1CCN(c2ccccc2)CC1
  A: ? | B: 3% | C: ? | D: -12% | E: 1% | F: -12

> CC1CCCCN1CCNC(=O)CC1Oc2ccccc2NC1=O (centres undefined)
  A: ? | B: ? | C: 8% | D: 93%[activator] | E: -12% | F: 4

> CC1CN(C(=O)c2ccccc2NS(=O)(=O)c2ccc(Cl)cc2)CC(C)O1 (centres undefined)
  A: . | B: . | C: 0% | D: . | E: -13% | F: 1

> CC1CCCCC12NC(=O)N(CC(=O)N1CCN(S(=O)(=O)c3ccc4c(c3)CCC4)CC1)C2=O (centres undefined)
  A: -11% | B: . | C: -20% | D: -6% | E: 51% | F: 12

> Cc1cc(C)cc(-n2c(C)c3c(C)nnc(C)c3c2C)c1
  A: ? | B: -25% | C: 2.2µM* | D: 3% | E: 38% | F: -32

> O=C(NC1CC1)c1cc2c(s1)CS(=O)(=O)C2
  A: 3% | B: 4% | C: 20% | D: -2% | E: -10% | F: 0

> CC(=O)c1cccc(NC(=O)CSc2nnc3ccc(-c4ccc(Cl)cc4)nn23)c1
  A: 0% | B: . | C: . | D: 4% | E: . | F: -32

> O=C(N/N=C(\c1ccccc1)c1cccnc1)c1cccc(F)c1
  A: -17% | B: -11% | C: ? | D: 3% | E: -36% | F: -112*

> O=C(Cn1ccc(NC(=O)OCc2ccccc2)nc1=O)NCc1nc2ccccc2[nH]1
  A: 4% | B: . | C: 10% | D: 6% | E: -18% | F: -23

> Cc1c(C(=O)NCc2cccnc2)oc2ccc(S(=O)(=O)N3CCCCCC3)cc12
  A: 2% | B: 1% | C: 11µM*! | D: 3% | E: 122%[activator] | F: -20

# Molecules from the list above containing fluorine (six):
# Screens by letter: A = AmpC detergent; B = Giardia FBPA inh; C = HCV inhibitor; D = Sm TGR block; E = AmpC no deterg; F = HCMV antiviral
> O=C(NCCN1CCOCC1)c1ccc2c(c1)N(Cc1c(F)cccc1Cl)C(=O)c1ccccc1S2
  A: 1% | B: -7% | C: ? | D: 7% | E: 249%[activator] | F: -27

> O=C(CN(CCN1CCOCC1)C(=O)Cn1nnc(-c2ccc(F)cc2)n1)NC1CCCCC1
  A: -8% | B: 0% | C: -4% | D: 15%[11.4 µM] | E: 128%[activator] | F: 12

> CC(C)c1ccc(NC(c2nnc(-c3ccccc3)o2)c2ccc(F)cc2Cl)cc1 (centres undefined)
  A: 16% | B: . | C: . | D: 0% | E: . | F: -3

> Cc1ccc(C)c(CN2CCC(n3nnc4cc(F)ccc43)CC2)c1
  A: -5% | B: 1% | C: -8% | D: 6% | E: -12% | F: -31

> O=C(Nc1nc2ccccc2[nH]1)c1ccccc1F
  A: ? | B: -11% | C: -18% | D: 9% | E: -22% | F: -79*

> O=C(N/N=C(\c1ccccc1)c1cccnc1)c1cccc(F)c1
  A: -17% | B: -11% | C: ? | D: 3% | E: -36% | F: -112*

# From PubChem BioAssay
